# Screens deposited in PubChem BioAssay by several laboratories.
# FLuc act counter: affects firefly luciferase, flagging false hits in luciferase stimulation screens | P08659 | ATPlite luciferase biochemical, luminescence, 10 min; 0 = ATP-free wells, 1 = DMSO control | activation factor at 10 µM | 200,000 tested, under 10 active | AID 1027;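 active = luciferase activation factor, scaled between plate controls, of at least 2 with compound at 10 µM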
# Target sequence (P08659 whole entry, looked up): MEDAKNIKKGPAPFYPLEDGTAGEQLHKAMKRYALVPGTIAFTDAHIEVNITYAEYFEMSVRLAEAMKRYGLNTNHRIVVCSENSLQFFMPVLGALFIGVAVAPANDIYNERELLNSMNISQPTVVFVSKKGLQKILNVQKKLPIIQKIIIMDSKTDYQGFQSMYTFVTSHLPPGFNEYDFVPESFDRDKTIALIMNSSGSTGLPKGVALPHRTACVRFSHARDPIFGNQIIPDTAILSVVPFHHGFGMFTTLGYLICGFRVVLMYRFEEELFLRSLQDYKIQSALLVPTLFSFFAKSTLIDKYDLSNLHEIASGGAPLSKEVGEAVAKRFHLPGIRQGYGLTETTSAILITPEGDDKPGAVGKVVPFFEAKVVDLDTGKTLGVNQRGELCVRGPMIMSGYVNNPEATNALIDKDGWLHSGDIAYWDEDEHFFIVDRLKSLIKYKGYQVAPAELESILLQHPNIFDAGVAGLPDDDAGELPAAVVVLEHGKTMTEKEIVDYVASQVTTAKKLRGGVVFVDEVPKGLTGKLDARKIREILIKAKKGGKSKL
#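 System: cell-free luciferase reagent; medium: PBS as buffer for the ATP substrate; doses: test compounds dosed from 2 mM stocks in 100% DMSO; incubation: 10 min, room temperature; measured by: luminescence from luciferase reaction; read-out: luciferase activation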
# Diaphorase act: activates diaphorase or chemically reduces, flagging diaphorase assay artifacts | 190,000 compounds, 0.005% hits | Diaphorase/resazurin coupled assay, resorufin fluorescence, 16 min; stronger effect = higher value; 1 = vehicle wells, 0 = NADH-free wells | activation factor at 20 µM;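 active = diaphorase activity raised at least twofold by the compound at 20 µM; inactive = activation factor below 2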
#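 Material: Clostridium kluyveri diaphorase, purified enzyme; Quantity: enzyme 0.07 U/mL final; Medium: HEPES pH 7.4 buffer with MgCl2 and Tween 20; Dosing: single compound dose of 20 µM, 1% DMSO final; Schedule: 16 min reaction at room temperature; Measured by: red resorufin fluorescence at 544/590 nm excitation/emission.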
# Diaphorase inh: inhibits diaphorase or chemically oxidizes, flagging diaphorase assay artifacts | inhibition, % at 20 µM | AID 1217 | diaphorase resazurin-to-resorufin fluorescence, NADH, 16 min; bacterial (C. kluyveri) enzyme, not human | 190,000 compounds, 0.69% hits;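 active = primary screen inhibition at 20 µM above a set limit, cut at about 50% in these data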;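 also: plate controls were DMSO with full reaction for no effect and wells lacking NADH for full effect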
#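 Assay system: diaphorase enzyme from Clostridium kluyveri. Quantity: enzyme working solution with 0.14 U/mL diaphorase. Schedule: reaction incubation of 16 min at room temperature. Technique: resorufin fluorescence, excitation 544 nm, emission 590 nm. Controls: No-NADH positive control and DMSO neutral control.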
# PMI act hi M6P: PMI (human) activation, high substrate. P34949. coupled PMI enzyme assay, resazurin fluorescence, 20 min; stronger effect = higher value; 1 = untreated enzyme, 0 = substrate-free blank. activation factor at 20 µM. 190,000 compounds, 0.34% hits. AID 1216;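 active = activation factor of 2 or more at 20 µM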
#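 Material: human phosphomannose isomerase with PGI, G6PDH, diaphorase coupling enzymes / Reagent: Man-6-P substrate 1.0 mM / Dosing: single compound dose of 20 µM, 1% DMSO final / Incubation: enzyme reaction with compound 20 min at room temperature / Signal: resorufin fluorescence (Ex 544/Em 590 nm) from resazurin via diaphorase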
# TNAP act hiacc: increases human TNAP activity under high phosphate acceptor concentration; P05186; purified TNAP, CDP-star luminescence, 1 M DEA, 30 min; stronger effect = higher value; 0 = EDTA background, 1 = DMSO-only activity; 200,000 tested, under 10 active; AID 1136; activation factor at 20 µM;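 active = activation factor at least 2 at 20 µM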
# Target sequence (P05186 whole entry, looked up): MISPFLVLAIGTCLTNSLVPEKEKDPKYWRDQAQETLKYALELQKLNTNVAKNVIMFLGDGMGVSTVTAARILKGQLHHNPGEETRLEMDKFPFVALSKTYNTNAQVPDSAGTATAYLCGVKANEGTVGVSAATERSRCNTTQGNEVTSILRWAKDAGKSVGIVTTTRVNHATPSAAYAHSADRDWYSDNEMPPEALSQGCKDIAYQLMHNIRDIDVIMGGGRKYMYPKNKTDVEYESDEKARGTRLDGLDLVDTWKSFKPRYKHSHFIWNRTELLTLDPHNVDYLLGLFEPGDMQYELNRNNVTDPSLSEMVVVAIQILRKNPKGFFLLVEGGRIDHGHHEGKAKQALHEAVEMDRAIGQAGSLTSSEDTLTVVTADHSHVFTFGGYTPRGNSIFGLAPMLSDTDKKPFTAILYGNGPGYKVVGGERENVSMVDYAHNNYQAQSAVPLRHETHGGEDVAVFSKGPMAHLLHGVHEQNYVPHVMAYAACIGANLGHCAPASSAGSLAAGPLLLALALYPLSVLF
#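 system = human TNAP | amount = enzyme diluted 1/800 final | reagent = 100 µM CDP-star substrate | signal = luminescent substrate turnover signal | dosing = one dose, 20 µM | benchmarks = EDTA negative control, DMSO positive control | measure = activation factor | timing = 30 min reaction, room temperature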
# Efa HMGR inh: inhibitors of class II HMG-CoA reductase from Enterococcus faecalis | purified E. faecalis HMGR, NADPH absorbance 340 nm kinetic | inhibition, % at 10 µM | 190,000 compounds, 0.41% hits;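 active = inhibition above a set limit, the median over all tested compounds plus 3 SD, cut at about 9.5% in these data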;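 also: enzyme runs in reverse so mevalonate oxidation gives rising NADPH absorbance; 0% = complete reaction with DMSO and 100% = background rate lacking mevalonate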
# PMI activator: increases human mannose-6-phosphate isomerase activity | 190,000 compounds, 0.005% hits | purified human PMI, coupled resazurin fluorescence, 20 min; stronger effect = higher value; 1 = vehicle control, 0 substrate-free wells | P34949 | AID 1214 | activation factor at 20 µM;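 active = activation factor of 2 or more at 20 µM, relative to plate controls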
# G6PDH CS: counter-screen for G6PDH assay hits: L. mesenteroides G6PDH inhibition; inhibition, % at 5 µM; AID 1020; Purified L. mesenteroides G6PDH, diaphorase/resazurin coupled fluorescence, 45 min; 200,000 compounds, 0.12% hits; in the data active = inhibition above about 50%
# TNAP inh hiacc: TNAP (human) inhibition, high acceptor. purified TNAP, CDP-star luminescence, 1 M DEA. AID 1135. 200,000 compounds, 0.03% hits. inhibition, % at 20 µM. P05186;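 active = over 50% inhibition of tissue-nonspecific alkaline phosphatase at 20 µM in the single-dose screen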;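 also: plate controls were DMSO wells for no effect and EDTA-quenched wells as full inhibition for full effect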
# TNAP inh no acc: TNAP (human) inhibition, acceptor-free conditions; P05186; purified TNAP, CDP-star luminescence, 30 min; inhibition, % at 20 µM; 200,000 compounds, 0.26% hits;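 active = tissue-nonspecific alkaline phosphatase inhibition above about 50% at 20 µM in the single-dose screen, limit read from the data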;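 also: 0% = DMSO negative control and 100% = EDTA positive control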
# * hit, by the source's call.
SMILES,FLuc act counter,Diaphorase act,Diaphorase inh,PMI act hi M6P,TNAP act hiacc,Efa HMGR inh,PMI activator,G6PDH CS,TNAP inh hiacc,TNAP inh no acc
CCOC(=O)C1=C(C)NC(=O)NC1c1ccc(OC(=O)c2ccco2)cc1 (configuration not stated),1.1,1,2,1.1,1,8,1,10,-3,-4
O=C1C(C=NC2CC2)=C(O)c2ccccc21,1,0.8,23,0.9,1,-8,0.9,6,-5,-10
Cc1ccc(C(=O)Oc2cccc(NC(=O)c3ccco3)c2)cc1S(=O)(=O)N1CCC(C)CC1,1.1,0.8,16,0.9,1.1,0,0.9,3,-5,25
OCCNC(=S)Nc1ccc(Oc2ccccc2)cc1,1,1,3,1,1,-1,0.9,2,0,-9
O=C(CN1CCN(c2ccccn2)CC1)NCc1cccs1,1,0.9,11,1.1,1,-9,0.9,4,-2,-11
Nc1nc2ccccc2n1C(=O)c1ccc(F)cc1,0.1,0.9,11,1,1,-10,1,11,-5,-32
COC(=O)C(F)(Sc1c(C)n(C)n(-c2ccccc2)c1=O)C(F)(F)F (configuration not stated),1.1,0.8,15,0.9,1.1,-4,0.9,-5,-7,-13
CN1CCN(C(=O)CCc2nc3ccccc3n2-c2ccccc2)CC1,1,1.1,-6,1.1,1,-2,0.9,4,1,-8
Cc1ccc(C(=O)N2CCN(Cc3ccc4c(c3)OCO4)CC2)o1,1.1,0.9,11,0.9,1.1,4,1,4,-7,-6
CC(C)CNC(=O)CN(C1CCCCC1)S(=O)(=O)c1ccccc1,1,1,-5,1.1,1.1,-1,1.2,11,-7,0
O=C(COc1ccc(Br)cc1)N1CCc2ccccc2C1,1,0.9,14,0.9,1,4,0.9,0,2,-4
COc1ccc(OC)c(Nc2ccc(Nc3cc(OC)ccc3OC)nn2)c1,1,0.7,26,0.7,1,-1,0.8,-17,0,-1
CC(O)CN1CC(O)=C(c2nc3ccccc3s2)C1=N (configuration not stated),1,0.8,18,0.9,1,-5,0.9,4,-4,-15
O=C(Nc1cccc2c1C(=O)NC2=O)c1ccc(S(=O)(=O)N2CCCC2)cc1,1,0.7,26,0.8,1.1,6,0.9,3,-6,-12
O=C(/C=C/NNC(=O)c1ccccc1)c1ccc([N+](=O)[O-])cc1,0.9,0.9,13,1,0.7,1,0.9,-7,32,13
CS(=O)(=O)N(CC(=O)O)c1ccc(Oc2ccccc2)cc1,1,0.9,12,0.9,1,-2,0.9,1,1,-3
Cc1cccc(NC(=O)C2CCCN2S(=O)(=O)c2ccc3c(c2)n(C)c(=O)c(=O)n3C)c1 (configuration not stated),1,1,3,1.1,1,-4,1.1,11,-2,-8
COCCNC(=O)/C(C#N)=C/c1ccc(SC)cc1,0.8,1,4,1.1,1,-5,1.1,-2,-4,-9
O=C(NS(=O)(=O)c1ccccc1)c1ccccc1O,1.1,1,2,1,1.1,-12,0.9,8,-5,-11
CCn1nc(C(=O)NCc2ccco2)c(Cl)c1Cl,1.1,0.8,18,0.9,1.1,-4,1,2,-7,-3

# 2 of these compounds in a different format:
# Fields: FLuc act counter | Diaphorase act | Diaphorase inh | PMI act hi M6P | TNAP act hiacc | Efa HMGR inh | PMI activator | G6PDH CS | TNAP inh hiacc | TNAP inh no acc
COCCNC(=O)/C(C#N)=C/c1ccc(SC)cc1
    0.8 | 1 | 4 | 1.1 | 1 | -5 | 1.1 | -2 | -4 | -9
O=C1C(C=NC2CC2)=C(O)c2ccccc21
    1 | 0.8 | 23 | 0.9 | 1 | -8 | 0.9 | 6 | -5 | -10

# More compounds follow.
SMILES,FLuc act counter,Diaphorase act,Diaphorase inh,PMI act hi M6P,TNAP act hiacc,Efa HMGR inh,PMI activator,G6PDH CS,TNAP inh hiacc,TNAP inh no acc
COc1ccc(/C(N)=N/OC(=O)c2cccc([N+](=O)[O-])c2)cc1OC,1.1,0.8,16,0.9,1.1,-4,0.9,6,-8,-6
COc1cccc(CN(C)Cc2nc(Cc3ccccc3Cl)no2)c1,1.1,0.7,31,1,1.1,2,0.9,10,-6,-11
Oc1c(C(c2cccs2)N2CCN(c3ccccc3)CC2)ccc2cccnc12 (configuration not stated),1,0.6,38,0.5,1,4,0.4,10,-2,-6
CC(C)CN(CC(C)C)S(=O)(=O)N1CCC(C(=O)N2CCc3ccccc3C2)CC1,1.1,0.9,10,1,1.1,0,1,0,-6,-9
CC1=CC(C)(C)N(C(=O)CN2C(=O)c3ccccc3C2=O)c2ccc(C)cc21,1,1,1,1.1,1,-4,1,6,-4,-2
O=S(=O)(NCc1ccccc1)c1cnc[nH]1,1,0.8,17,0.9,1,-1,0.8,4,0,-6
O=c1cc(-c2ccccc2Cl)oc2cccc(O)c12,1,1.1,-10,1.1,1,-5,1.1,18,0,-5
CCOC(=O)c1c(NC(=O)CC2Sc3ccc(C(F)(F)F)cc3NC2=O)sc(C)c1C (configuration not stated),1.1,1,5,1,1,-4,1,-11,-1,-4
COc1ccc(CN=C2NN=C(c3cccc(OC)c3)CS2)cc1,0.9,1,5,1,1,-2,1.1,4,2,-11
COc1ccc([N+](=O)[O-])cc1NC(=O)c1ccccc1SC,1,0.7,26,1,1,0,1,-3,-2,-8
Cc1cccc(-c2nnc(SCc3ccc(C#N)cc3)n2Cc2ccco2)c1,1,0.8,16,0.9,1,-2,0.9,0,-3,-5
COc1ccc(NC(=S)N2CCC(c3nc4ccccc4[nH]3)CC2)c(OC)c1,1,0.9,14,0.8,1,-10,0.8,32,1,-14
COc1ccc(Cl)cc1NC(=O)CCN1CCN(C)CC1,1,1,5,1.2,1,0,1.1,1,-1,-10
O=C1NN(c2ccccc2)C(=O)C2C1C1C=CC2C12CC2 (configuration not stated),1,0.9,9,1,1,-4,0.9,-11,-2,-4
CCS(=O)(=O)N1Cc2ccccc2CC1C(=O)OCC(=O)N(C(C)C)C(C)C (configuration not stated),1,1,4,1,1,1,1,-3,-1,-4
COCCCNC(=O)c1ccc(Cn2c(=O)[nH]c3ccccc3c2=O)cc1,1,0.9,6,0.9,1,-2,1,14,-4,-7
O=S1(=O)CCC(=Nc2ccc(Cl)cc2)c2ccsc21,1.1,0.9,7,1,1.1,-1,0.8,11,-6,-9
CC(C)OC(=O)c1nnc(Cc2ccc(Cl)cc2)o1,1.1,0.8,16,0.9,1,-4,1,10,-3,-3
Cc1ccc(C(=O)N2NC(c3ccc(F)cc3)C3C(=O)N(c4ccc(C)c(C)c4)C(=O)C32)cc1 (configuration not stated),1,0.8,15,1,1,3,1,26,-1,-7
O=C(O)CP(=O)(O)O,0.9,0.9,9,1.1,1.1,0,1.1,16,-5,-12
CCOc1ccccc1NC(=O)Cn1nnc(C(=O)NCc2ccco2)c1N,1,1,-4,1.1,1,1,1,2,0,-7
CCOC(=O)N1CCC(NC(=O)c2cc(S(=O)(=O)N(CC)CC)ccc2F)CC1,1,0.8,15,1.1,1.1,2,1.1,4,-6,-26
CCCCCCCC(=O)N/N=C(\C)c1cccnc1,1.1,0.8,17,0.9,1.1,0,1,7,-5,-9
CCOc1cc(/C=N/NC(=O)c2ccc(CN3CCOCC3)cc2)ccc1OCc1ccccc1,1,1,4,1,1,-8,0.9,4,-2,-17
Cc1ccc(N2C(=O)CC(NNC(=O)c3cccc(S(=O)(=O)N4CCCC4)c3)C2=O)cc1 (configuration not stated),1,0.9,12,0.9,1,-2,0.9,18,1,-35
O=C(NCC1CCCN(Cc2cccc(OCCO)c2)C1)c1ccc(F)cc1 (configuration not stated),1.1,1.1,-11,1,1,-3,1,9,-2,-10
CCOc1ccc(Cc2c(Cl)nc(SC)nc2OC)cc1,1,0.9,11,0.9,1,-5,0.9,7,-2,-7
CCCS(=O)(=O)NCCc1cc2c(C)ccc(C)c2[nH]c1=O,1,1,-5,1,1,5,1.1,6,-3,-15
COc1ccc(Oc2cc(C)c3ccccc3n2)cc1,1,0.8,18,0.9,1,-2,0.9,-1,0,-9
CCOc1ccccc1NS(=O)(=O)N(C)C,1,1.1,-6,1.1,1,-6,1.1,-2,-4,-14
COc1ccc(CNC(=O)COC(=O)CCc2nc3ccccc3c(=O)[nH]2)cc1,1,0.9,9,1,1.1,-7,1,4,-6,-14
CCCc1nnc(N2C(=O)c3cccc4cccc(c34)C2=O)s1,1,0.9,10,1,1,-6,0.9,7,-2,-6
O=C(CCC(NC(=O)OCc1ccccc1)C(=O)OCc1ccccc1)NCC(=O)OCc1ccccc1 (configuration not stated),1.1,0.8,20,1,1,-3,0.9,-7,2,-4
CCOc1ccc(S(=O)(=O)Nc2ccc(S(=O)(=O)N3CCOCC3)cc2)cc1,1,0.9,12,0.9,1,4,0.8,9,0,-2
C/C(=N/OC(=O)c1cccc(C(F)(F)F)c1)c1cnccn1,1,1,-2,1.1,1,3,1,-1,-1,-7
CCCCCOC(=O)Nc1nnc(CCCCC)s1,1,1,4,1.1,1,0,1.1,10,-4,1
Cc1ccc(N2C(=O)C3CCC(C)(C2=O)C3(C)C)cc1C (configuration not stated),1,0.8,16,1,1,-4,0.9,9,-4,-11
Cc1cc(NC(=O)CCC(=O)N(c2ccccc2)C(C(=O)NC2CCCC2)c2ccccc2)no1 (configuration not stated),1,1,2,1,1,-3,1,6,2,-2
Cc1ccc(Cl)cc1N1CCN(C(=O)C2CCN(S(=O)(=O)c3c(C)nn(C)c3C)CC2)CC1,1,0.8,24,0.9,1.1,-7,1,5,-7,-17
COCCN(C(=S)Nc1ccccc1OC)C(C)c1cccs1 (configuration not stated),1,0.8,16,1,1,0,0.8,-6,0,-9
CCOC(=O)Cc1cc(OC)c(OC)cc1Cc1cc(OC)c(OC)cc1CC(=O)OCC,1,0.9,13,1,1,0,0.9,-1,-2,-4
CCOC(=O)c1nnn(-c2nonc2N)c1-c1cccs1,1,0.9,7,1.1,1,2,1,0,-1,-8

# Five entries already listed, arranged by the number in TNAP inh hiacc, low to high:
structure	TNAP inh hiacc
CCOC(=O)N1CCC(NC(=O)c2cc(S(=O)(=O)N(CC)CC)ccc2F)CC1	-6
Cc1ccc(N2C(=O)C3CCC(C)(C2=O)C3(C)C)cc1C (configuration not stated)	-4
CCCc1nnc(N2C(=O)c3cccc4cccc(c34)C2=O)s1	-2
C/C(=N/OC(=O)c1cccc(C(F)(F)F)c1)c1cnccn1	-1
CCOc1ccccc1NC(=O)Cn1nnc(C(=O)NCc2ccco2)c1N	0
